Assay outcomes deposited in PubChem by several laboratories.
Mcl1 Bid PPI = disrupts binding of human Mcl-1 to Bid peptide | TR-FRET Mcl-1/Bid-Dy647 peptide binding, 1536-well | Q07820 | inhibition, % at 21.7 µM | 0.97% of 220,000 active;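 active means compounds that cut the binding signal by more than half at the single screening dose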;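 further: His-tagged Mcl-1 with europium anti-His antibody binding Bid BH3 peptide; 0% = Mcl-1 plus peptide wells and 100% = peptide-only wells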
Bim-Mcl-1 = human Bim-Mcl-1 interaction inhibition; Bead-based flow cytometry, Bim peptide-Mcl-1 binding; inhibition, % at 10 µM; AID 1009; 0.1% of 190,000 active; Q07820; in the data active means inhibition above about 40%;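 further: 0% = no compound tracer wells and 100% = peptide blocker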
ABCB1 block = blocks JC-1 efflux by human ABCB1 transporter. CCRF-Adr cells, flow cytometry. 0.067% of 190,000 active. inhibition, % at 6.6 µM. P08183; in the data active means inhibition above about 40%;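 further: 0% = vehicle and 100% = reference inhibitor; higher value means more JC-1 retained so stronger ABCB1 efflux block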
Target sequence (P08183 whole entry, looked up): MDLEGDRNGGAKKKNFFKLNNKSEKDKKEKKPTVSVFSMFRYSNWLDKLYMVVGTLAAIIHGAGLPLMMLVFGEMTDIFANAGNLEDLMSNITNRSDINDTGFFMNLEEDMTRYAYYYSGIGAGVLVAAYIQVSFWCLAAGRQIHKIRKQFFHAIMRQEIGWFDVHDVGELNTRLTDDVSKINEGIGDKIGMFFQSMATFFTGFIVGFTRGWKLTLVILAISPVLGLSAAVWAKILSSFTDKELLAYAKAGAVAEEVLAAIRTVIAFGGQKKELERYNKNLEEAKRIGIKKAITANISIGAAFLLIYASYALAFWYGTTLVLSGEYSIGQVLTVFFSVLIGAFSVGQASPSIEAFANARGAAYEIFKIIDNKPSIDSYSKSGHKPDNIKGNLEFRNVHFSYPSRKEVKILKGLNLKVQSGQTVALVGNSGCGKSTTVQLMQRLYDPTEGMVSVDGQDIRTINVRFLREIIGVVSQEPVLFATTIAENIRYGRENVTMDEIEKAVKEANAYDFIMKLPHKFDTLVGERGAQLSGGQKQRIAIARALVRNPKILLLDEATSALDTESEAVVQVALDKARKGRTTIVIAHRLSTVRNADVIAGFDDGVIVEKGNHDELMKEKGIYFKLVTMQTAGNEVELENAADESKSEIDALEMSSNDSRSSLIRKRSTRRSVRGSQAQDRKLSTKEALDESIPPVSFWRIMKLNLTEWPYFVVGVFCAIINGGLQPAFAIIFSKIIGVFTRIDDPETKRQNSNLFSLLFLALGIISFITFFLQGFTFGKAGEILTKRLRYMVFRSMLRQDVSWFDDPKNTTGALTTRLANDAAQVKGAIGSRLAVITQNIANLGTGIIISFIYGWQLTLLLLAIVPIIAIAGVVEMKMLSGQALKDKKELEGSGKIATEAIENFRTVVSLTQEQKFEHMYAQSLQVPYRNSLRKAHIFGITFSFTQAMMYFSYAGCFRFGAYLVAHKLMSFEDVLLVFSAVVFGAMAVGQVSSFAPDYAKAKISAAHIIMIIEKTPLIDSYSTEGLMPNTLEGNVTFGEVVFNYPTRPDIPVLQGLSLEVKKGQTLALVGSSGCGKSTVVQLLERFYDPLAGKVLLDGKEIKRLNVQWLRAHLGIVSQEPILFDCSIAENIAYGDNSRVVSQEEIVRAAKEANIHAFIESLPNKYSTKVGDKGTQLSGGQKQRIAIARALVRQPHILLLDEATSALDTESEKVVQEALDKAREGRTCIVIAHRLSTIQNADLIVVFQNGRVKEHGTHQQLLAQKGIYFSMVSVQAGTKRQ
Pf gametocyte = kills late stage P. falciparum gametocytes | P. falciparum stage V gametocytes, ATP luminescence, 24 h | inhibition, % at 10.9 µM | 0.065% of 150,000 active | AID 743093;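 active means inhibition above the mean plus 3 SD of compounds within the control limits, set per campaign, cut at about 38% in these data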;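 further: 0% = DMSO wells and 100% = medium only without gametocytes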
Avidin bead fluor = avidin bead compound fluorescence profile; Avidin beads, compound fluorescence 488/530 nm, flow cytometry; active compounds read high; fluorescence (KMESF) at 10 µM; AID 1775; 0.38% of 220,000 active; in the data active means fluorescence above about 47; further: inactives centre near 10
RGS8-Gao = modulates binding of RGS8 to human Galphao | multiplexed bead flow cytometry; actives lie on both sides | response (percent of control binding), % at 10 µM | 0.34% of 220,000 active | AID 1423; in the data active means response below about 60% or above about 140%; inactive means in between;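 further: Galphao activated as the GDP aluminium fluoride complex binding bead-coupled RGS8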
GSH fluor = compound fluoresces at 488/530 nm on GSH beads | GSH beads flow cytometry, compound fluorescence 488/530 nm; active compounds read high | fluorescence (KMESF) at 10 µM | 0.25% of 190,000 active; in the data active means fluorescence above about 89;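 further: glutathione beads carrying GST-tagged Bcl family fusion proteins plus one bare bead set; values are compound well signal with DMSO vehicle wells as background; inactives centre near 16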
RGS7-Gao = human RGS7-Galphao interaction regulation | binding response (% of control), % at 10 µM | 0.35% of 220,000 active | P09471 | AID 1439 | Multiplexed bead flow cytometry, RGS7-Galphao binding; actives lie on both sides; in the data active means binding response below about 49% or above about 150%; inconclusive means no clear call, values can overlap the other calls; inactive means in between;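 further: fluorescent Galphao held in activated GDP-AlF4 state binding bead-coupled RGS7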
ABCG2 block = blocks JC-1 efflux by human ABCG2 transporter; IgMXP3 cells, flow cytometry; AID 1325; Q9UNQ0; inhibition, % at 6.6 µM; 0.1% of 190,000 active;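 active means inhibition above 80%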;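 further: 0% = DMSO and 100% = nicardipine control wells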
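Times: 10 min at 25 °C | Test system: Two drug-resistant human cell lines, ABCG2 and ABCB1 | Quantity: 3 million cells/mL final, two lines in 1:1 ratio | Signal: Flow cytometry, 530 nm JC-1 signal | Dosing: Compound at 6.6 µM | Controls: Nicardipine and DMSO wells | Reagent: JC-1 as fluorescent efflux pump substrate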
RGS4-Gao reg = modulates binding of RGS4 to human Galphao. P09471. Multiplexed bead flow cytometry; actives lie on both sides. binding response (% of control), % at 10 µM. 0.33% of 220,000 active. AID 1415; in the data active means binding response below about 49% or above about 150%; inactive means in between;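 further: fluorescent Galphao activated with aluminum fluoride binding bead-coupled RGS4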
Mcl1-Noxa inh = disrupts binding of human Mcl-1 to Noxa peptide; TR-FRET Mcl-1/Noxa peptide binding, 2 h; inhibition, % at 21.7 µM; Q07820; 1.5% of 220,000 active;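 active means compounds that cut the protein-peptide binding signal by more than 50% relative to plate controls in a single-dose test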;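 further: His-tagged Mcl-1 with rhodamine Noxa BH3 peptide and terbium anti-His antibody; 0% = Mcl-1 plus Noxa peptide wells and 100% = peptide-only wells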
* hit, by the source's call; ? = inconclusive; . = no result given. Outcome played no part in choosing rows, and some 3.3% of all compounds hit somewhere here.

A first look (three entries):
SMILES	Mcl1 Bid PPI	Bim-Mcl-1	ABCB1 block	Pf gametocyte	Avidin bead fluor	RGS8-Gao	GSH fluor	RGS7-Gao	ABCG2 block	RGS4-Gao reg	Mcl1-Noxa inh
CCN(CC)S(=O)(=O)c1ccc(C(=O)Nc2cc3oc4ccccc4c3cc2OC)cc1	-13.1	-1.0	-0.9	.	7	105.4	7	100.2	-3.6	103.5	4.5
O=C(OCn1nnc2ccccc2c1=O)c1ccc(O)cc1	-5.9	0.0	0.3	.	11	103.9	21	98.2	0.3	101.1	23.5
C[C@]12CC[C@@H]3c4ccc(O)cc4CC[C@H]3[C@@H]1C[C@@H](O)[C@@H]2O	-3.1	0.0	0.2	.	10	102.8	22	101.3	0.0	101.7	4.6

All compounds of this part, from the first entry:
SMILES	Mcl1 Bid PPI	Bim-Mcl-1	ABCB1 block	Pf gametocyte	Avidin bead fluor	RGS8-Gao	GSH fluor	RGS7-Gao	ABCG2 block	RGS4-Gao reg	Mcl1-Noxa inh
CCN(CC)S(=O)(=O)c1ccc(C(=O)Nc2cc3oc4ccccc4c3cc2OC)cc1	-13.1	-1.0	-0.9	.	7	105.4	7	100.2	-3.6	103.5	4.5
O=C(OCn1nnc2ccccc2c1=O)c1ccc(O)cc1	-5.9	0.0	0.3	.	11	103.9	21	98.2	0.3	101.1	23.5
C[C@]12CC[C@@H]3c4ccc(O)cc4CC[C@H]3[C@@H]1C[C@@H](O)[C@@H]2O	-3.1	0.0	0.2	.	10	102.8	22	101.3	0.0	101.7	4.6
N#CCCNC(=O)CCN1CCCCC1	-13.2	2.0	-0.1	-37.8	9	101.1	56	97.5	-0.6	96.5	-2.3
O=C(NNC(=O)c1ccccc1[N+](=O)[O-])c1cnccn1	-37.1	-1.0	-0.1	.	2	95.6	25	99.4	-0.7	100.7	-12.3
CCN(CC)S(=O)(=O)c1ccc(S(=O)(=O)N2CCN(C(=O)c3ccco3)CC2)cc1	3.9	0.0	2.6	22.2	6	103.9	29	100.6	8.4	104.3	12.1
CCOCCCNC(=O)CN1C(=O)C(CC)Oc2ccccc21 (stereo unspecified)	5.9	-1.0	0.3	.	10	99.3	31	97.5	0.6	96.8	15.5
O=C(NCCN1CCN(c2ccccc2)CC1)c1cccn2c(=O)c3cc(Cl)ccc3nc12	-14.3	1.0	1.1	.	5	104.4	26	98.3	2.1	104.8	0.8
COc1ccc(C(=O)Nc2ccc(N3CCN(C(=O)c4ccccc4)CC3)cc2)cc1[N+](=O)[O-]	-31.8	-1.0	1.6	.	10	102.2	16	?	3.5	103.3	24.2
CC(=O)c1ccc(NC(=S)NCCCn2ccnc2)cc1	-46.4	-4.0	1.0	-7.0	9	100.3	26	103.2	1.5	105.5	16.3
Cc1c(Cc2ccc3c(c2)OCO3)sc(NC(=O)c2ccccc2)c1C(N)=O	-12.9	-2.0	-0.2	.	7	101.6	16	107.1	0.3	108.3	-17.5
CC(=O)Nc1ccc(S(=O)(=O)Nc2cccc(NC(=O)C(C)(C)C)c2)cc1	-2.8	0.0	1.2	20.1	7	100.7	25	100.9	7.0	99.8	4.3
O=C(CCCOc1ccc(Cl)cc1Cl)Nc1ncccn1	-4.6	.	.	21.7	4	99.6	.	?	.	100.0	12.9
COc1cccc(OC)c1C(=O)Nc1ccc2c(c1)OCCO2	-1.9	-2.0	-0.4	-14.5	14	100.0	31	100.8	3.1	97.4	-8.8
O=S(=O)(c1ccc(Cl)cc1)n1nnc2ccccc21	-1.8	33.0	0.4	.	9	99.5	.	100.0	1.7	97.8	14.1
CC(C)(C)c1ccc(S(=O)(=O)N2CCN(c3ncccn3)CC2)cc1	-39.2	3.0	0.2	3.7	11	105.0	14	99.1	-0.4	107.1	16.7
COc1ccc(N2C(=O)CNC2=S)cc1	-14.5	-3.0	-1.1	4.5	7	102.4	9	99.5	-9.2	103.2	-2.9
O=C(Nc1cccc(Cl)c1)NC1CC2CCC(C1)N2Cc1ccco1 (stereo unspecified)	-25.0	0.0	1.4	-12.4	16	100.9	13	?	3.6	100.9	11.3
O=C(NCC(O)COc1ccc([N+](=O)[O-])cc1)Nc1ccccc1 (stereo unspecified)	0.0	.	.	-17.3	6	99.5	.	?	.	99.7	15.3
CCc1ccc(S(=O)(=O)Nc2ccc(-c3nc4cccnc4s3)cc2)s1	19.4	0.0	0.1	.	7	101.6	24	100.7	2.9	102.5	8.5
Cc1cnc(C(=O)Nc2nnc(SCc3c(Cl)cccc3Cl)s2)cn1	-72.8	-1.0	0.5	-1.7	12	100.7	7	93.5	1.8	93.2	-30.0
c1cc2c(cc1Cn1cnnn1)OCO2	-8.6	-1.0	0.0	.	23	98.6	15	98.8	0.0	97.4	-0.7
CC1=C(C(=O)OCc2ccccc2)C(c2ccc(N3CCOCC3)cc2)NC(=O)N1 (stereo unspecified)	-33.8	32.0	0.3	.	4	96.6	32	97.8	0.2	100.9	-24.7
COc1ccc(OC)c(NC(=O)NNC(=O)CCCOc2ccc(Cl)cc2C)c1	-37.6	-1.0	0.2	-0.7	9	98.7	17	97.8	0.9	93.6	7.9
CCC1C(=O)CC(c2ccc([N+](=O)[O-])cc2)NC1c1ccc([N+](=O)[O-])cc1 (stereo unspecified)	-23.1	2.0	0.0	.	10	106.5	24	99.3	-0.3	103.6	1.4
Cc1[nH]c2ccccc2c1C(=O)C(C)OC(=O)c1ccc([N+](=O)[O-])o1 (stereo unspecified)	-12.7	-1.0	1.6	10.1	4	89.5	15	76.6	4.1	83.3	-2.3
C/C(=N\O)C1(C)N(O)C(C)(C)C(c2ccc(Br)cc2)=[N+]1[O-] (stereo unspecified)	-32.7	0.0	0.0	5.3	11	98.1	76	101.7	0.0	100.9	6.8
O=S(=O)(c1cccc(F)c1)N1CCN(Cc2ccc3c(c2)OCO3)CC1	-1.2	-2.0	0.3	-14.1	10	117.6	31	112.0	1.6	113.8	-0.1
CC(C)(C)OC(=O)[C@H]1[C@H](c2ccc([N+](=O)[O-])cc2)C2(C(=O)c3ccccc3C2=O)C2c3ccccc3C=NN21 (stereo partly specified)	-44.6	-4.0	2.5	-0.9	7	79.0	11	93.1	3.1	95.0	17.2
OCCn1c(SCCOc2ccccc2F)nc2ccccc21	-15.0	3.0	0.6	5.3	16	105.2	25	101.7	1.9	106.3	11.7
Cc1cc(C)nc(NC(=O)c2c(-c3c(Cl)cccc3Cl)noc2C)n1	-23.7	-3.0	0.8	.	11	102.3	16	101.2	2.4	102.2	-10.1
CCn1cc(C(=O)O)c(=O)c2cc(F)c(N3CCN(S(=O)(=O)c4ccc(Br)cc4)CC3)cc21	-24.9	12.0	0.7	.	7	100.0	8	99.8	7.9	101.6	-140.7
COc1cc(OC)cc(-n2nnnc2SCC(=O)Nc2ccc(C(C)=O)cc2)c1	28.2	-4.0	0.2	-0.1	14	110.8	13	97.8	2.7	97.3	-86.6
Cc1cc(Nc2ccc(O)cc2)n2c(nc3ccccc32)c1C#N	-33.4	2.0	0.0	-29.9	41	100.0	23	129.4	0.1	104.0	42.9
C=CCOc1ccc(/C(CC)=N/O)c(OC)c1	0.2	1.0	0.8	-2.6	27	101.1	22	102.3	9.7	100.2	-8.1
CCc1cccc(CC)c1N(COC)C(=O)Cn1nnc2ccccc21	-9.6	-1.0	2.0	.	21	101.0	14	103.8	6.9	104.8	-1.9
Cc1ccc(Cn2c(SCC(=O)NCC3CCCO3)nc3c(sc4ccccc43)c2=O)cc1 (stereo unspecified)	-0.1	-3.0	6.0	1.7	12	98.0	24	98.2	35.3	96.5	0.7
Cc1ccc(S(=O)(=O)NC(C)C(c2cccs2)N2CCN(C)CC2)cc1 (stereo unspecified)	15.2	-9.0	1.5	.	5	102.7	29	102.2	22.2	101.1	12.9
COc1ccc(-c2nn3c(COc4ccccc4)nnc3s2)cc1OC	-2.5	-2.0	0.2	-0.7	38	103.7	11	104.3	4.3	104.9	-15.2
CCC1(CC)Cc2ccccc2-c2nc3ccccc3c(=O)n21	-0.9	-1.0	0.1	-1.7	33	100.1	12	100.1	-0.3	99.2	-8.9
COCCCNC(=S)NC1CC2CCCC(C1)N2Cc1cccs1 (stereo unspecified)	-26.9	-4.0	0.4	.	15	101.0	34	100.4	15.9	103.0	-9.5
O=C(c1ccc(S(=O)(=O)c2ccccc2Cl)c([N+](=O)[O-])c1)N1CCCCCC1	15.2	-1.0	.	-3.2	17	100.5	10	103.4	2.4	100.1	25.5
CCOc1ccc(NC(=O)Cn2nnc(C(=O)NCc3ccccc3OC)c2N)cc1	-1.1	-2.0	-0.4	5.7	13	107.1	50	103.0	-1.3	105.8	-1.4
CCC1(CC)Cc2ccccc2-c2nc(NCCCO)[nH]c(=O)c21	9.4	-2.0	0.8	.	9	103.8	26	99.9	2.3	100.2	17.2
CCS(=O)(=O)Nc1ccc(NC(C)=O)cc1	-10.6	1.0	0.7	6.5	24	104.1	25	100.2	3.7	104.1	-3.8
CCCS(=O)(=O)c1c(S(=O)(=O)CCC)c2ccc(C(C)=O)cn2c1C(=O)OC	-8.2	-1.0	2.9	-14.4	11	98.7	13	99.0	14.4	96.5	21.7
Cc1ccc(NC(=O)c2cc(C)n(-c3ccccc3)c2C)cc1	-34.9	-2.0	-0.1	.	22	97.0	11	100.5	71.0	99.8	-1.5
COc1ccc(C(=O)NCC(=O)OC2CCCCC2=O)cc1 (stereo unspecified)	-12.7	1.0	0.0	9.2	5	101.4	29	103.8	0.6	101.7	-4.2
Cc1cccc(CSc2nncc(=O)[nH]2)c1	0.8	-1.0	0.2	.	7	106.4	16	99.8	4.0	102.1	3.8
CCOC(=O)C1=C(C)NC2=C(C1c1ccc([N+](=O)[O-])cc1)S(=O)(=O)c1ccccc12 (stereo unspecified)	1.5	-8.0	2.5	-11.2	38	101.9	12	98.8	9.2	100.0	9.9
More records
SMILES	Mcl1 Bid PPI	Bim-Mcl-1	ABCB1 block	Pf gametocyte	Avidin bead fluor	RGS8-Gao	GSH fluor	RGS7-Gao	ABCG2 block	RGS4-Gao reg	Mcl1-Noxa inh
O=C(/C=C/c1ccc(F)cc1)N1CCCN(C(=O)/C=C/c2ccc(F)cc2)CC1	-5.0	-4.0	-0.2	.	21	102.3	15	97.5	62.2	99.4	28.7
Cc1ccccc1NC(=O)CN(C)S(=O)(=O)c1cccc2cccnc12	-18.1	0.0	0.2	.	6	100.3	12	98.2	0.9	98.8	-10.8
COc1ccc(/C=N/NC(=O)CCNc2n[nH]c(=O)[nH]c2=O)c(OC)c1	-5.5	-1.0	0.0	0.4	12	99.8	66	99.8	-0.3	99.2	5.6
COc1ccccc1-c1nc(-c2ccccc2)nc(N2CCN(C)CC2)c1C#N	-26.3	0.0	3.9	8.7	10	101.2	15	?	9.0	99.9	7.0
CC1C(=O)NN=C1C(=O)N/N=C\c1ccc(O)cc1O (stereo unspecified)	-75.5	1.0	-0.5	-10.7	14	101.2	11	100.4	-3.4	101.3	74.4*
CCCS(=O)(=O)c1snnc1C	-42.4	-6.0	-1.1	.	12	99.4	33	98.7	-6.4	98.3	17.8
